Assay outcomes deposited in PubChem by Sanford-Burnham Center for Chemical Genomics.
SENP8 block – blocks human SENP8 cleavage of Nedd8 substrate; Q96LD8; recombinant SENP8, Nedd8 substrate fluorescence; 0.64% of 360,000 active; inhibition, % at 20 µM; in the data active = inhibition mostly above about 40%, no sharp cut-off; inactive = mostly below about 27%
MPTP block – inhibitors of mitochondrial permeability transition pore; isolated mouse mitochondria, Ca2+ swelling absorbance, 30 min; inhibition, % at 10 µM; 1.4% of 360,000 active;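 active = inhibition of 50% or more, scaled per plate between neutral and stimulator controls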;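 note: 0% = DMSO wells given calcium and 100% = 1 mM EGTA wells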
HKDC1 inh – HKDC1 (human) hexokinase inhibition | recombinant HKDC1, G6PDH/diaphorase resazurin coupled fluorescence | inhibition, % at 20 µM | 0.16% of 340,000 active;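 active = inhibition above about 35% when tested at 20 µM, limit read from the data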;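 note: plate controls were DMSO wells with enzyme for no effect and DMSO wells lacking enzyme for full effect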
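Incubation: 90 min at room temperature in dark / Material: recombinant HKDC1 (HK5) hexokinase enzyme, produced in-house / Quantity: enzyme 5 µg/mL final / Compound: one dose of 20 µM, 1% DMSO / Reagent: glucose and ATP substrates / Buffer or medium: Tris pH 8.0 buffer with MgCl2, Tween-20, BSA, BME / Technique: resorufin fluorescence at 613 nm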
SENP7 inh – SENP7 protease inhibition; recombinant SENP7, Z-RLRGG-aminoluciferin luminescence, 40 min; inhibition, % at 5 µM; 1.5% of 330,000 active;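 active = inhibition above about 50% at the single test dose, limit read from the data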;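 note: plate controls were DMSO with enzyme for no effect and no enzyme buffer wells for full effect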
Target sequence (Q9BQF6 706-1050 limits assumed): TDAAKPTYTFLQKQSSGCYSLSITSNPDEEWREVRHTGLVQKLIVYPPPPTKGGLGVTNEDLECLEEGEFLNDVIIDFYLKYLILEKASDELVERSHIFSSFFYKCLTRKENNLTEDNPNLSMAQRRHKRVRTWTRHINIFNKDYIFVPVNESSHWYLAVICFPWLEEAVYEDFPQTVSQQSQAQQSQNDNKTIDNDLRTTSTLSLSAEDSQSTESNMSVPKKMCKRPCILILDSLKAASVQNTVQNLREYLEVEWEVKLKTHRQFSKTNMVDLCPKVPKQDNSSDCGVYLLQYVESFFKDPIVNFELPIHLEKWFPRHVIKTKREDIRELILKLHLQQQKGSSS
PfGluPho inh – PfG6PD (Plasmodium falciparum) enzyme inhibition; 0.78% of 350,000 active; PfGluPho enzyme, NADPH resazurin-diaphorase fluorescence; AID 504690; inhibition, % at 20 µM;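 active = inhibition reaching at least a set limit at 20 µM in the primary screen, cut at about 59% in these data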;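 note: 0% = DMSO wells with substrate and 100% = DMSO wells lacking glucose-6-phosphate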
NR3A LBD binder – modulates the human NR3A ligand-binding domain. Tm shift relative to glycine control, % at 25 µM. 2.5% of 340,000 active. NR3A LBD differential scanning fluorimetry, Tm shift; 0% = protein alone, 100% = glycine-bound protein;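 active = melting temperature shift of at least 10% of the positive control shift, at one fixed dose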
ATG4B inhibitor – ATG4B (human) cysteine protease inhibition. Q9Y4P1. ATG4B cleavage of LC3-PLA2, NBD-HPC fluorescence, 1 h. inhibition, % at 8.33 µM. 0.51% of 340,000 active. AID 504462; in the data active = inhibition above about 40%
SENP6 block – inhibitors of human SENP6 protease; Recombinant SENP6 catalytic domain, aminoluciferin luminescence; inhibition, % at 10 µM; 1.8% of 330,000 active;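 active = inhibition above about 50% at the single tested dose, limit read from the data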;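 note: plate controls were DMSO wells with enzyme for no effect and DMSO wells lacking enzyme for full effect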
Target sequence (Q9GZR1 628-1112 limits assumed): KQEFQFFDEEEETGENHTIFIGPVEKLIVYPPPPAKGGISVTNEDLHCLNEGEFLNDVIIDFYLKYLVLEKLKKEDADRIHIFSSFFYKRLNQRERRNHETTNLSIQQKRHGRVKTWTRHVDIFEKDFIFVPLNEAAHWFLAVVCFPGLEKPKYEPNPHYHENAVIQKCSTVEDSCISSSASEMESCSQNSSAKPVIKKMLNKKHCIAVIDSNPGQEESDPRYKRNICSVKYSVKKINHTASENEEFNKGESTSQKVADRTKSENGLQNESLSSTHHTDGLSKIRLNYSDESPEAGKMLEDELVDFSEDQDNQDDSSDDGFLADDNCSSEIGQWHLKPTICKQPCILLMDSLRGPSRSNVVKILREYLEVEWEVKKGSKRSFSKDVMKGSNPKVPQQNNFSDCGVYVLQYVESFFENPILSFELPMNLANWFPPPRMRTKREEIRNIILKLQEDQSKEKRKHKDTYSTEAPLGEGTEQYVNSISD
* = called active by the depositor; nt = not tested or not shown.

SMILES	SENP8 block	MPTP block	HKDC1 inh	SENP7 inh	PfGluPho inh	NR3A LBD binder	ATG4B inhibitor	SENP6 block
Cc1nc(N2CCN(Cc3ccc4c(c3)OCO4)CC2)c2cc(-c3ccccc3)sc2n1	-389	5.5	6	10	8	-13	5	-17
O=C(CSc1cccc[n+]1[O-])c1cccs1	10	1.1	-2	6	18	1	-2	5
CN(CCOc1ccccc1)CC(O)COCc1ccccc1F (stereo not drawn)	20	0.4	-5	-7	6	1	-3	-18
CC(=O)c1cnc2nc(SCc3cccc(C)c3)nn2c1C	-2	0.1	-6	-12	11	2	2	-28
O=C(c1ccc2nc[nH]c2c1)N1CCN(S(=O)(=O)c2cccc(Cl)c2)CC1	6	-0.7	-5	nt	-3	-1	-5	nt
CCOc1cc(/C=N/N2CCN(Cc3ccccc3)CC2)ccc1O	19	0.3	0	8	6	0	-5	-6
NC(=O)SCC(=O)Nc1cccc(Cl)c1	21	-3.0	-4	-8	25	-6	-1	-13
CCCCn1c(SCC2CCCCO2)nc2cc(S(N)(=O)=O)ccc21 (stereo not drawn)	35	0.0	-1	-9	1	0	-8	-6
O=C(NCCc1cccs1)C1CCC(=O)N(CCc2cccc(F)c2)C1 (stereo not drawn)	27	0.3	-2	3	3	0	16	-4
CCN(c1ccccc1)S(=O)(=O)c1ccc(Cl)c(NC(=O)COC(=O)c2ccc[nH]c2=O)c1	-164	1.2	-3	7	8	-2	-9	-15
C[C@H](NC(=O)Nc1cccc(Br)c1)C(=O)O	16	0.9	-3	-1	-17	1	-2	-15
O=C(CC(Sc1ccc(Br)cc1)C(=O)O)c1ccc(F)cc1 (stereo not drawn)	7	0.2	4	-14	20	2	1	-14
Cn1c2c(c(=O)[nH]c1=O)C(NC(=O)c1ccco1)(C(F)(F)F)C(=O)N2 (stereo not drawn)	10	0.4	-6	-4	-15	-4	-1	4
Cc1cc(C)cc(NC(=O)C2CCCN(S(=O)(=O)c3ccc4[nH]c(=O)ccc4c3)C2)c1 (stereo not drawn)	-6	-1.0	-1	-1	13	-4	-6	-6
COC(=O)c1cc([N+](=O)[O-])c(-n2ccnc2)c([N+](=O)[O-])c1	16	1.5	-3	0	-3	-3	3	-6
COc1cc(C(C)=O)ccc1OCCN1CCC(Cc2ccccc2)CC1	9	0.2	-7	-2	-4	-1	-13	5
c1cncc(-c2nn[nH]n2)c1	8	-0.4	-3	4	-10	-1	-10	-1
c1ccc2c(c1)c1ccccc1n1c(-c3ccc4c(c3)OCO4)nnc21	-294	-0.3	9	2	0	-6	-5	-10
Cc1cc(C)nc(N2CCC(C(=O)NCC3CCCCC3)CC2)n1	-14	-3.9	-3	nt	4	0	-6	nt
COc1ccc(OCCOC(=O)c2nc3nccc(C)n3n2)cc1	17	1.3	-3	3	-9	-2	11	5

The final 2 compounds of the part before are carried over, then new ones follow:
SMILES	SENP8 block	MPTP block	HKDC1 inh	SENP7 inh	PfGluPho inh	NR3A LBD binder	ATG4B inhibitor	SENP6 block
Cc1cc(C)nc(N2CCC(C(=O)NCC3CCCCC3)CC2)n1	-14	-3.9	-3	nt	4	0	-6	nt
COc1ccc(OCCOC(=O)c2nc3nccc(C)n3n2)cc1	17	1.3	-3	3	-9	-2	11	5
Cn1c(=O)cc(SCC(=O)Nc2ccccn2)c2ccccc21	nt	nt	7	4	22	0	-14	-1
CCN(Cc1ccccc1)C(=O)COC(=O)Cn1cnc2ccccc21	7	12	1	4	-24	0	4	-7
CCOC(=O)C1(CCOC)CCN(C(C)CCc2ccc(OC)cc2)CC1 (stereo not drawn)	12	-2.1	-9	-11	-6	-5	-4	-38
CCOc1ncccc1C(=O)N1CCN(S(=O)(=O)c2ccc3c(c2)OCCO3)CC1	0	0.5	-7	1	-2	1	2	0
CCN(C[C@H]1N[C@@](Cc2ccccc2)(C(=O)OC)[C@H]2C(=O)N(Cc3ccccc3)C(=O)[C@@H]12)C(=O)Nc1ccc(Cl)cc1	9	63*	-4	3	17	17*	-4	26
COc1ccc(OC)c(-c2cc(C(=O)NCc3ccco3)no2)c1	-292	-2.6	-4	3	0	2	6	-3
CC(=O)c1ccc(S(=O)(=O)NC2CCSc3ccccc32)cc1 (stereo not drawn)	0	0.2	-8	6	-1	4	-2	6
COc1ccccc1NC(=O)NNC(=O)CCN1CCOCC1	-4	0.8	-4	8	4	1	-3	-18
O=C(NCc1ccc(Cl)cc1)c1cc(=O)nc2sc(-c3ccccc3)nn12	-4	-0.8	-10	1	-9	1	-3	6
Cc1ccc(-c2nnc(C)c(N3CC(C)OC(C)C3)n2)cc1 (stereo not drawn)	17	-0.9	-1	-10	6	-3	-12	-4
CCOc1cc(/C=N/NC(=O)c2ccncc2)cc(Cl)c1OS(C)(=O)=O	3	0.3	-7	-12	7	7	-9	-29
CCNc1nc(NCC)nc(SCCOC(=O)Nc2ccccc2)n1	22	0.3	-2	-6	0	-16	6	-15
CCOC(=O)c1c(C)[nH]c(C)c1S(=O)(=O)NCC1CCN(Cc2ccccc2F)CC1	-14	0.0	-5	8	2	1	-3	-13
O=C1NC2(CCCCCC2)C(=O)N1CCS(=O)(=O)Oc1ccccc1	7	-0.9	0	7	-2	0	-2	-12
COC(=O)c1cccc(C#CC(NP(=O)(c2ccccc2)c2ccccc2)c2ccccc2)c1 (stereo not drawn)	3	-2.4	1	6	14	0	-5	2
CC(=O)Nc1ccc(NC(=O)/C(=C/c2ccco2)NC(=O)c2ccccc2)cc1	2	0.5	7	4	4	0	-5	12
CCc1ccccc1NC(=O)CCNS(=O)(=O)c1cc(Br)cnc1N	-21	-0.9	0	1	-23	-1	14	-15
COc1ccc(Cl)cc1C(=O)NNC(=O)c1cccs1	-14	-0.4	-7	-1	-2	1	7	-15
O=C1c2ccccc2C(=O)N1CCC(c1ccc(F)cc1)c1ccco1 (stereo not drawn)	16	-4.5	2	8	5	5	12	-16
COc1ccc(CCNC(=O)c2oc3ccc(OC)cc3c2C)cc1	-78	1.5	2	10	19	-5	-1	-18

Quoted at random: 2 entries already listed, in no set order.
SMILES	SENP8 block	MPTP block	HKDC1 inh	SENP7 inh	PfGluPho inh	NR3A LBD binder	ATG4B inhibitor	SENP6 block
O=C1c2ccccc2C(=O)N1CCC(c1ccc(F)cc1)c1ccco1 (stereo not drawn)	16	-4.5	2	8	5	5	12	-16
CCOC(=O)c1c(C)[nH]c(C)c1S(=O)(=O)NCC1CCN(Cc2ccccc2F)CC1	-14	0.0	-5	8	2	1	-3	-13

The main list resumes, starting four compounds before the break.
SMILES	SENP8 block	MPTP block	HKDC1 inh	SENP7 inh	PfGluPho inh	NR3A LBD binder	ATG4B inhibitor	SENP6 block
CCc1ccccc1NC(=O)CCNS(=O)(=O)c1cc(Br)cnc1N	-21	-0.9	0	1	-23	-1	14	-15
COc1ccc(Cl)cc1C(=O)NNC(=O)c1cccs1	-14	-0.4	-7	-1	-2	1	7	-15
O=C1c2ccccc2C(=O)N1CCC(c1ccc(F)cc1)c1ccco1 (stereo not drawn)	16	-4.5	2	8	5	5	12	-16
COc1ccc(CCNC(=O)c2oc3ccc(OC)cc3c2C)cc1	-78	1.5	2	10	19	-5	-1	-18
Cc1cc(C(F)F)n2ncc(C(=O)NCc3ccccc3)c2n1	-48	1.0	-3	-4	-1	-1	-4	-6
CC(C)CN(CC(C)C)CC(O)CN(c1ccccc1)S(=O)(=O)c1ccccc1[N+](=O)[O-] (stereo not drawn)	20	1.4	8	5	18	1	9	-4
O=C1C2CC=CCC2C(=O)N1Cc1ccccc1 (stereo not drawn)	0	-0.7	5	-7	-4	-1	2	-8
CC1(C)CC(=O)C(N=Nc2cccc([N+](=O)[O-])c2)=C(O)C1	20	2.7	-4	45	3	-4	-3	25
COCCCn1c(C)csc1=Nc1cccnc1	22	-0.3	-3	-3	-11	-10	13	19
O=C(NNc1cccc(Cl)n1)Nc1ccc(F)cc1	3	-4.5	-6	5	17	1	0	0
O=C1OC(CC(=O)N(Cc2nnc(-c3ccccc3Cl)o2)C2CC2)c2ccccc21 (stereo not drawn)	4	-2.4	-4	5	2	-1	-6	-1
Cc1nc2ccccc2cc1C(=O)NCc1ccc(F)cc1	-9	0.6	4	-6	-2	1	-1	-20
Cc1ccc(NC(=O)c2nc[nH]c2C(=O)NCC(=O)OC(C)(C)C)cc1	21	1.0	1	-3	14	-30	-1	-14
COc1ccccc1N(CC(O)COc1c(C)cc(C)cc1C)S(=O)(=O)c1ccccc1 (stereo not drawn)	11	1.9	-5	nt	23	-15	-8	nt
CC/C(O)=C1\C(=O)CC(c2ccccc2)CC1=NCCC(=O)O (stereo not drawn)	4	-0.3	-6	-5	-6	-1	-7	2
COC(=O)Cn1cnc2c(nnn2Cc2ccc(Cl)cc2)c1=O	-46	-1.7	-6	-1	7	1	-8	2
Cc1ccc(-c2nnn(CC(=O)N(c3ccccc3)C(C(=O)NCC3CCCO3)c3cccs3)n2)o1 (stereo not drawn)	13	-0.2	-3	-8	-8	0	0	-4
CC1S/C(=N/N=C/c2ccco2)N(Cc2ccccc2)C1=O (stereo not drawn)	27	1.3	0	4	6	3	4	-1
N#CCCCc1cc2cc(F)ccc2cn1	13	-1.6	-7	-11	-6	0	1	-9
COc1ccccc1NC(=O)C1CCN(S(=O)(=O)c2cccs2)CC1	9	-0.2	-6	3	-7	-4	-3	-3
COc1cc(OC)c(NC(=O)CC(C)=O)cc1Cl	22	-0.7	-8	-1	1	0	-3	-3
